Bioassay records as filed in PubChem BioAssay.
SARS 3CLpro inh: SARS-CoV 3CLpro protease inhibition; P0C6X7; inhibition, % at 6 µM; recombinant SARS-CoV 3CLpro, quenched FRET peptide cleavage; AID 1706; hit rate 0.14% among 290,000; in the data active = inhibition above about 12%
MazF activator: MazEF (E. coli) toxin RNase activation | activation, % at 20 µM | FAM/BHQ RNA-DNA oligo cleavage fluorescence, 5 h | hit rate 0.32% among 350,000 | P0AE70; in the data active = activation above about 50%
Target sequence (P0AE70 whole entry, looked up): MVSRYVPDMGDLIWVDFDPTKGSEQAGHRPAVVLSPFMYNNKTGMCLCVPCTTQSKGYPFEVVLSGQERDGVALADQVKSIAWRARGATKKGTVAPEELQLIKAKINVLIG
PfHsp40 rescue: rescue of PfHsp40-mediated yeast toxicity | S. cerevisiae expressing PfHsp40, growth rescue, ATP luminescence | growth rescue, % at 12.5 µM | hit rate 0.68% among 340,000 | AID 504582; in the data active = growth rescue above about 28%, passing the limit was not always enough;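 note: yeast W303a lacking pdr1 and pdr3 grown in galactose medium; growth measured after three days at 30 °C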
BH1578 lux ind: inducers of Vibrio cholerae quorum light production without autoinducers; V. cholerae BH1578 lux reporter, luminescence, 6 h; activation, % at 18.7 µM; hit rate 0.16% among 350,000; AID 588436; in the data active = activation mostly above about 9.7%, no sharp cut-off; note: not every result past the cut was called active; inactives centre near 0; reference of the scale not given here
Rv3671c protease: inhibits the M. tuberculosis serine protease Rv3671c; inhibition, % at 5.96 µM; hit rate 0.048% among 320,000; P9WHR9; in the data active = inhibition above about 38%;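 note: extracellular domain of Rv3671c used as enzyme; 0% = enzyme with DMSO and 100% = no enzyme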
Target sequence (P9WHR9 whole entry, looked up, the tested form may be a part): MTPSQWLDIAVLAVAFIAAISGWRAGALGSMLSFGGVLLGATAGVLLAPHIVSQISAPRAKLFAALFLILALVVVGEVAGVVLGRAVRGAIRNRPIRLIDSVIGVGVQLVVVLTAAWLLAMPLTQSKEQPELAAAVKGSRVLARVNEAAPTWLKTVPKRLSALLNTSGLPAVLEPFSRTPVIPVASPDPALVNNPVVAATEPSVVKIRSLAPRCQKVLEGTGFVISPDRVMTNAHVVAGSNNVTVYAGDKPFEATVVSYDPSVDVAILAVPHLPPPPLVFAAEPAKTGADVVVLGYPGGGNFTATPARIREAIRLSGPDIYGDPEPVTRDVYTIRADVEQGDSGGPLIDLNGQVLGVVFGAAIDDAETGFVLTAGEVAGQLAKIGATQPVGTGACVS
Y pestis TopoI: blocks Yersinia pestis topoisomerase I activity; Y. pestis Topo-I cleavage product accumulation, plate reader; activity, % at 10 µM; hit rate 0.064% among 360,000; AID 504884; in the data active = activity above about 50%, passing the limit was not always enough; note: inactives centre near 2
Anthrax LF prot: blocks Bacillus anthracis lethal factor protease. multiplex microsphere protease cleavage assay, LF. inhibition, % at 10 µM. hit rate 0.12% among 360,000. AID 588501; in the data active = inhibition above about 30%; note: plate controls were buffer without enzyme for full effect and enzyme alone for no effect
TcdB inh: blocks C. difficile toxin B glycohydrolase activity | P18177 | TcdB glycohydrolase enzymatic assay, plate reader | inhibition, % at 9.99 µM | hit rate 0.24% among 350,000; in the data active = inhibition above about 10%
VHR inh abs: blocks human VHR1 dual specificity phosphatase | P51452 | recombinant VHR phosphatase, pNPP absorbance | inhibition, % at 13.3 µM | hit rate 0.52% among 290,000 | AID 1654; in the data active = inhibition above about 50%; note: some compounds called inactive have numbers as strong as hits
Target sequence (P51452 whole entry, looked up): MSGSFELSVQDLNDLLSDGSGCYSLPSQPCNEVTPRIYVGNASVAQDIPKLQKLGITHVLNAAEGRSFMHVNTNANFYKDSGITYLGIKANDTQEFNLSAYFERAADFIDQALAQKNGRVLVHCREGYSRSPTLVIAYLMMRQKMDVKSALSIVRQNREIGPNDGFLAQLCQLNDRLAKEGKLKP
SSB-PriA inh: K. pneumoniae PriA-SSBct interaction inhibition; AlphaScreen SSBct-PriA binding, biotinylated peptide; inhibition, % at 33 µM; hit rate 0.6% among 430,000; AID 1272365; in the data active = inhibition mostly above about 37%, no sharp cut-off; inactive = mostly below about 20%;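 note: plate controls were negative control peptide for no effect and reference peptide for full effect; strong numbers were not always called active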
Starred values were filed as active, the others as inactive; i = inactive; / = no result given; & = joins results of further samples. An excerpt (hit frequency here may not be typical).

SMILES	SARS 3CLpro inh	MazF activator	PfHsp40 rescue	BH1578 lux ind	Rv3671c protease	Y pestis TopoI	Anthrax LF prot	TcdB inh	VHR inh abs	SSB-PriA inh
Cc1ccc(C(=O)Cn2c(=N)n(CCN3CCOCC3)c3ccccc32)cc1	/	4	-0.1	-0.1	0	8	1	5.2	/	2
COc1ccc(OC)c(NC(=O)C2CCCN2S(=O)(=O)c2cccc3nsnc23)c1 (stereo unspecified)	0	-1	-0.6	-2.2	8	4	-1	-1.8	19	-7
Cc1nc(Cl)c(C#N)cc1-c1ccccc1	-3	10	-0.6	4.6	3	4	2	/	19	-25
Cc1cccc(NC(=S)N2CCC(c3nc4ccccc4s3)CC2)c1	5	5	4.6	-0.4	3	16	-7	/	34	13
O=c1ccnc2n1COCS2	-3	7	-0.6	-0.2	-2	0	-21	-7.5	-7	-6
Cc1ccc(CNc2cccnc2)cc1	-2	-3	0.7	i	-9	0	15	-0.3	-1	-3
CCOc1ccc(CNC(=O)c2ccc(Sc3ccc(C)cc3)c(NC(C)=O)c2)cc1	2	3	14	i	-7	15	-1	/	2	-13
O=C(O)c1cc2nccc(-c3ccco3)n2n1	2	1	-0.5	0.5	4	1	-9	1.2	1	-8
CN1CCN(Cc2ccc(Br)s2)CC1	8	4	-2.4	-1.2	22	8	1	/	12	-14
Clc1cccc(CNc2ccn3nc(-c4ccc(OCc5ccccc5)cc4)cc3n2)c1	/	/	/	1.3	/	-5	3	0.9	/	/

Two entries picked at random from those above:
SMILES	SARS 3CLpro inh	MazF activator	PfHsp40 rescue	BH1578 lux ind	Rv3671c protease	Y pestis TopoI	Anthrax LF prot	TcdB inh	VHR inh abs	SSB-PriA inh
O=c1ccnc2n1COCS2	-3	7	-0.6	-0.2	-2	0	-21	-7.5	-7	-6
Cc1ccc(CNc2cccnc2)cc1	-2	-3	0.7	i	-9	0	15	-0.3	-1	-3

Individual results from the results shown.
Anthrax LF prot result of Clc1cccc(CNc2ccn3nc(-c4ccc(OCc5ccccc5)cc4)cc3n2)c1 → 3
SSB-PriA inh result of Cc1nc(Cl)c(C#N)cc1-c1ccccc1 → -25
Rv3671c protease result of Cc1cccc(NC(=S)N2CCC(c3nc4ccccc4s3)CC2)c1 → 3
Rv3671c protease result of O=C(O)c1cc2nccc(-c3ccco3)n2n1 → 4
PfHsp40 rescue result of CCOc1ccc(CNC(=O)c2ccc(Sc3ccc(C)cc3)c(NC(C)=O)c2)cc1 → 14

Next entries follow:
SMILES	SARS 3CLpro inh	MazF activator	PfHsp40 rescue	BH1578 lux ind	Rv3671c protease	Y pestis TopoI	Anthrax LF prot	TcdB inh	VHR inh abs	SSB-PriA inh
Cn1c2ccccc2c(=O)c2cc(C#CC3=CCCCC3)ccc21	/	-7	-0.2	i	-10	9	1	1.2	/	-17
O=C(Nc1cccc(Cl)c1)C1C2CCC3C(CCC21)C3(Cl)Cl (stereo unspecified)	4	12	0.9	-0.4	-21	-10	0	/	7	-25
Cc1ncn(C23CC4CC(CC(C4)C2)C3)n1	1	0	-0.6	-0.2	-6	-1	-1	2.4	-11	-2
Cc1cc(C)c(C(=O)N2CCC(N3CCC(C(=O)NC(C)C)CC3)CC2)o1	-4	-4	-1.1	-0.8	-11	7	-8	0.6	32	-10
CC1=[N+]([O-])C(C)(C)N(O)C1(C)C	3	2	-1.1	i	7	-5	7	0.4	10	-8
O=C1COc2ccc(C(=O)COC(=O)CCc3ccc(S(=O)(=O)N4CCOCC4)cc3)cc2N1	7	3	0.6	2.0	2	22	-1	/	-6	4
CC(=O)c1cccc(NC(=O)NC2CCCc3ccccc32)c1 (stereo unspecified)	7	3	-0.8	-1.5	-4	-1	-3	0.9	-12	6
CCCOc1ccc(-c2nc(OCC)c3ccccc3n2)cc1	4	-5	-1.3	1.0	-3	2	-4	/	5	-20
CCCCN1C(=O)C(=O)N(CC(=O)c2cc(C)n(-c3cc(C)on3)c2C)C1=O	/	2	-1.0	i	0	5	-1	1.7	/	-1
COCCn1c(-c2ccccc2)cnc1N	-1	0	-1.2	i	14	1	-10	/	16	-3
CC(=O)OCC1OC(OCc2cn(C[C@H]3CC[C@H](Cn4cc(COC5OC(COC(C)=O)C(OC(C)=O)C(OC(C)=O)C5OC(C)=O)nn4)O3)nn2)C(OC(C)=O)C(OC(C)=O)C1OC(C)=O (stereo partly specified)	2	12	1.7	i	10	0	-10	0.9	9	-1
CCOn1c(=O)c(=O)n(O)c2ccccc21	0	6	-0.7	-0.5	5	-14	-10	1.6	11	10
N#Cc1c(Nc2ccc(Cl)cc2)s[nH]c1=O	5	-1	0.3	0.7	5	5	-5	1.4	2	-3
CCc1nc2ccc(C(=O)N(C)Cc3ccco3)cn2c1N(C)CCCc1ccccc1	/	/	/	i	/	20	-1	0.9	/	/
CC(=O)Nc1ccccc1NC(=O)C/C(C)=N/NC(=O)Cc1cccc2ccccc12	-3	5	-0.3	-0.1	8	7	0	-0.1	1	/
Cc1cccc(CCN=C(N)NS(=O)(=O)c2ccccc2)c1	1	9	-0.5	-0.7	-7	4	-3	-1.0	4	-13
O=C(NNC(=O)c1ccccc1F)c1ccc(-n2cncn2)c([N+](=O)[O-])c1	/	5	0.4	i	8	-12	0	0.7	/	-1
O=C(CN1CCN(Cc2ccccc2)CC1)NNC(=O)c1ccc(Cl)cc1	/	3	0.4	i	9	4	-1	0.3	/	-9
O=C(O)/C=C/c1ccc(Cn2ccnc2)cc1	/	2&-1	-1.2&-1.7	0.6&-3.0	-7	-5&9	1&6	1.0&-0.3	/	0
c1ccc(Oc2nc(NCc3ccco3)nc(NCc3ccco3)n2)cc1	4	2	-1.1	-0.3	-17	2	/	/	-19	-1
COc1ccc(N2C(=O)NC3CC2(C)Oc2ccc(Br)cc23)cc1OC (stereo unspecified)	0	1	0.2	-0.4	6	8	2	/	17	-15
CS(=O)(=O)n1nc(-c2ccc(Cl)cc2)nc1N	2	4	0.4	0.2	5	-8	1	0.5	-1	-12
O=C(c1cccc(Cl)c1)N1CCCc2ccccc21	-2	1	-0.3	i	-7	10	-1	1.2	4	-9
Cc1ccccc1NC(=O)c1cccc(NC(=O)c2c(C(=O)O)cccc2[N+](=O)[O-])c1	/	-7	1.7	-0.4	-3	5	5	0.9	/	-11
CCn1c(CNC(=O)c2ccco2)nnc1SCC(=O)Nc1cc(C(F)(F)F)ccc1Cl	-3	5	-0.5	-0.3	13	-1	0	1.2	7	-10
CCC(C)N(CC(=O)Nc1cccc(C)c1C)C(=O)CCl (stereo unspecified)	-7	-20	-0.1	-0.9	-2	-5	-1	/	34	-1
CCOC(=O)c1cc(NC(=O)OC)c(C)nc1C	-2	0	-1.0	i	-3	-6	-7	/	3	-8
Cc1ccccc1S(=O)(=O)NC(=O)C1(C)CCN1C(=O)C1CCCCC1 (stereo unspecified)	/	/	/	i	/	-2	5	0.3	/	/
C[C@@H]1CN([C@@H](C)CO)C(=O)CCCn2nncc2CO[C@@H]1CN(C)C(=O)Nc1ccccc1C(F)(F)F	/	-1	/	-2.4	/	5	-2	0.1&0.2	/	/
O=C(Nc1ncccn1)C1CCCN1S(=O)(=O)c1ccc(Cl)c(Cl)c1 (stereo unspecified)	-4	1	0.2	i	-4	-3	2	-4.7	6	-8
C/C(=N\NC(=O)c1cccc(Cl)c1)C1C(=O)c2ccccc2C1=O	1	10	0.7	-0.3	1	-1	-2	-1.0	10	/
Cc1cccc(C)c1NC(=O)CN(C)C(=O)c1ccc(N2C(=O)CCC2=O)cc1	/	1	-0.1	i	-4	-3	-3	1.5	/	-6
CN(C)c1ccc(/C=N/OC(=O)Nc2ccccc2)cc1	6	3	-1.1	18	-6	-1	18	-4.1	-16	/
C/C(=N/NC(=O)c1ccccc1)C(=O)O	2	-4	-0.5	-0.1	21	7	2	0.8	6	/
COc1ccccc1C(=O)N/C(=C/c1ccco1)C(=O)Nc1cccc(C(=O)O)c1	1	7	0.1	0.3	0	7	-4	1.3	-20	-8
O=C(Nc1ccc2nc(-c3ccco3)[nH]c2c1)c1cccs1	-1	-1	0.3	i	3	3	-2	/	-9	7
Cc1ccc(N(C(=O)CS(=O)CC(=O)Nc2ccc(F)cc2)C(C)C(=O)NC(C)(C)C)cc1 (stereo unspecified)	3	2	0.4	-0.1	0	8	-3	0.7	12	2
COc1cc2sc(C)nc2c2sccc12	0	-1	1.5	-10	-5	-2	0	/	24	-28
CC(C)(C)OC(=O)N[C@@H](Cc1ccccc1)C(=O)N1CCC(C(=O)O)CC1	1	4	0.0	i	0	-2	-5	/	4	-5
O=C(CSc1nnnn1-c1ccccc1)Nc1ncc2c(n1)CC(c1ccco1)CC2=O (stereo unspecified)	-1	2	20	/	-1	-2	-6	/	-5	-8
COC(=O)[C@]1(Cc2ccccc2)N[C@H](CN(C)S(=O)(=O)c2ccc(F)cc2)[C@@H]2C(=O)N(Cc3ccccc3)C(=O)[C@@H]21	/	-23	0.4	-1.0	-9	26	0	0.2	/	-6
Cc1nn(-c2ccccc2)c(Cl)c1/C=C(\C#N)C(=O)NC(C)C	4	8	-2.1	-0.3	0	-1	-1	0.4	7	-9
O=C(N/N=C/c1ccccc1OCc1ccccc1)c1cccnc1	0	-2	0.3	-0.9	-5	12	0	0.3	6	/
COc1ccc(-n2c(COc3cccc4ccccc34)nnc2SCC(=O)NCc2ccco2)cc1	6	-1	5.6	0.1	-8	11	/	/	6	12
Cc1nc(NCc2ccc3c(c2)OCO3)c2nnn(Cc3ccccc3)c2n1	-2	-4	0.3	i	-7	9	-1	/	28	-6
CN1C(=O)C(O)(CC(=O)/C=C/c2ccco2)c2ccccc21 (stereo unspecified)	5	-4	1.2	i	-4	0	-13	0.0	18	-12
Cc1noc(C)c1NC(=O)Nc1ccc2c(c1)CC(=O)N([C@@H](C)CO)C[C@@H](C)[C@@H](CN(C)C(=O)Nc1cccc3ccccc13)O2	/	2	-0.7	-0.5	3	30	-6	1.0	/	-13
CCN(CC(=O)Nc1ccccc1C(F)(F)F)C(=O)c1ccc2c(c1)NC(=O)CS2	/	4	-1.0	i	/	4	1	5.5	/	0
CCOc1ccc2c(c1)C(N(CCN1CCOCC1)C(=O)Nc1ccccc1)CC(C)(C)O2 (stereo unspecified)	-3	0	-0.2	i	-5	9	0	1.9	22	-8
COCCNC(=S)Nc1ccc(N2CCOCC2)c(S(=O)(=O)Nc2ccc(Cl)cc2)c1	/	-5	/	0.2	/	8	0	1.1	/	/

(cont.)
SMILES	SARS 3CLpro inh	MazF activator	PfHsp40 rescue	BH1578 lux ind	Rv3671c protease	Y pestis TopoI	Anthrax LF prot	TcdB inh	VHR inh abs	SSB-PriA inh
Cc1ccccc1S(=O)(=O)Cc1ccc(C(=O)O)o1	0	5	-0.6	-3.5	-5	-1	6	0.8	-29	-15
C=CCN1C(=O)C(Cc2ccc(OC)cc2)S/C1=N\N=C\c1cccs1 (stereo unspecified)	-1	-4	-0.6	/	4	-1	-3	0.2	29	/
Cc1cc(N2CCN(c3nc4ccccc4s3)CC2)n2ncnc2n1	-1	4	1.4	-0.2	-1	1	-4	/	13	-5
COc1ccc(NC(=O)C2CC(c3ccc(OC)c(OC)c3)=NO2)cc1OC (stereo unspecified)	6	4	-0.3	1.0	5	-3	-8	/	19	-4
O=C1Nc2cc(S(=O)(=O)N3CCCC3)ccc2N2CCCC12 (stereo unspecified)	1	6	-1.0	i	-25	3	17	/	25	3
Cc1ccccc1C(=O)NC1CCN(Cc2nnnn2C(C)(C)C)CC1	1	5	-1.4	-1.2	-3	-9	-4	1.1	11	-12
O=C(/C=C/c1ccco1)OCn1nnc2ccccc2c1=O	-1	1	0.0	-0.4	5	0	-4	0.1	22	-4
Cc1nnc(SCC(=O)N(Cc2ccccc2)C(C)C)n1-c1ccccc1	6	2	-0.1	/	3	20	1	/	23	7
Cc1ccc(Sc2ccc(CN3CCCC3)cc2[N+](=O)[O-])cc1	5	5	-0.7	i	-3	-3	-9	1.6	13	23
C#CCOCCOCCOCCNc1nc(N2CCN(C(=O)Cn3cc(CCCN=C(N)N)nn3)CC2)nc(N2CCN(C(=O)[C@H](C(C)C)n3cc(CCO)nn3)CC2)n1	-5	6	-1.4	i	4	6	0	8.2	-15	-1
